# K1F lysis inhibition = inhibition of K1F phage lysis, E. coli UTI89, bacterial capsule biogenesis inhibitors, alamar blue (AID 488966). 0.02% of 340,000 active. E. coli UTI89 K1F phage lysis, alamar blue, 2 h; higher % means a stronger effect. inhibition, % at 100 µM; hits with a dose series show IC50 in µM;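 active = phage lysis inhibition, versus mean bacterial control, above a set limit; inconclusive = no clear call, values can overlap the other calls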;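 also: capsule biogenesis inhibitors block K1F phage lysis so surviving cells raise fluorescence; higher fluorescence means more inhibition of phage lysis; actives were called in the ten point dose series up to 300 µM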
# Myeloid diff 2 = induction of myeloid progenitor differentiation, primary screen, cell-based, flow cytometry, MLPCN library. calls only at 10 µM. ER-HoxA9 myeloid progenitors, lysozyme-GFP differentiation. 1% of 360,000 active;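 active = normalized GFP-positive differentiation at or above the plate's own cutoff, the solvent-only control mean plus 3 SD; inconclusive = no clear call, values can overlap the other calls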;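 also: cells exposed to compound for four days before flow analysis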
# Myeloid diff 2 GFP+ MAC1+ % = also measured in Myeloid diff 2; calls as there; GFP+ MAC1+ double positive, %; measured here: differentiation confirmed by MAC1 staining
# * hit, by the source's call; i = inactive; u = inconclusive; x = not tested or not shown; + = active, no number; [ ] = remark or other dose. A portion of the library; rates above refer to the full screens.
SMILES,K1F lysis inhibition,Myeloid diff 2,Myeloid diff 2 GFP+ MAC1+ %
COc1ccccc1-c1ccc(SCC(=O)NC2CCCC2)nn1,0.3%[50 µM],i,0.9
COc1cc(C)ccc1OCC(=O)NC1CCCCCC1,0.2%,i,0.7
Cc1ccccc1-c1nc(S(=O)(=O)c2ccccc2)c(NCCCN2CCOCC2)o1,0.3%[50 µM],i,0.4
CCN(CC(=O)Nc1ccc2c(c1)OCCO2)C(=O)/C=C/c1cccc(C(F)(F)F)c1,-0.4%[50 µM],i,0.3
O=C(C[C@H]1C[C@H](C(=O)N2CCCCC2)[C@@]2(CCc3ccccc3)c3[nH]c4cc(-c5ccco5)ccc4c3CCN2C1=O)NCCC1=CCCCC1,0.3%,i,0.7
Cc1cc(C)cc(N(CCC#N)C(=O)COC(=O)c2ccc(OCc3c(C)noc3C)cc2)c1,0.3%[50 µM],i,0.8
CC[C@@]1(C(=O)OC)N[C@H](CN(C)C(C)=O)[C@@H]2C(=O)N(C)C(=O)[C@@H]21,0.4%,i,2.9
CCCCN(C(=O)Cc1coc2cc(C)c(C)cc12)c1c(N)n(Cc2ccccc2)c(=O)[nH]c1=O,-0.1%[50 µM],i,0.5
CC1(c2ccccc2)NC(=O)N(CC(=O)N2CCN(S(=O)(=O)c3c(F)cccc3F)CC2)C1=O (stereo unspecified),0.3%[50 µM],i,1.0
CC(C)Cn1nc(C(=O)Nc2nnc(C3CC3)s2)c2ccccc2c1=O,-0.4%[50 µM],i,1.4
Cc1csc(=O)n1CC(=O)OCC(=O)NC(C)c1ccc(F)cc1 (stereo unspecified),0.5%[50 µM],i,1.4
O=C(COC(=O)/C=C/c1ccccc1)NC1CCCCCC1,0.6%[50 µM],i,0.6
COc1ccc(C(CNC(=O)CNC(=O)c2cccc(Cl)c2)N2CCCC2)cc1 (stereo unspecified),1.0%[50 µM],i,0.8
O=C(NCc1cccnc1)/C(=C/c1ccc([N+](=O)[O-])cc1)NC(=O)c1ccccc1,-1.1%,i,1.7
O=C(COC(=O)c1cc(Br)ccc1O)NCC1CCCO1 (stereo unspecified),0.3%[50 µM],i,0.7
COc1ccc(OCCOC(=O)CNC(=O)c2ccc(Cl)cc2Cl)cc1,0.6%[50 µM],i,1.0
O=C(Cc1ccc(S(=O)(=O)N2CCOCC2)s1)N1CCN(S(=O)(=O)c2cccc(Cl)c2)CC1,0.2%[50 µM],i,0.1
COc1cccc(CN(C)C(=O)c2cccc(S(=O)(=O)N3CCN(c4ccccc4)CC3)c2)c1OC,-0.1%[50 µM],i,0.5
Cc1csc(=O)n1CCC(=O)OCC(=O)c1c(N)n(C)c(=O)n(C)c1=O,2.1%[50 µM],i,1.1
COc1cc(/C=C/C(=O)OCC(=O)Nc2nnc(-c3ccccc3)o2)cc(OC)c1OC,1.2%[50 µM],i,0.6
Cc1ccc(N(C(=O)c2csnn2)C(C(=O)NCc2ccccc2)c2ccccn2)cc1 (stereo unspecified),-0.1%,i,1.2
CCc1ccccc1NC(=O)CN1CCN(C(=O)C(C)NC(=O)c2ccc(Cl)cc2)CC1 (stereo unspecified),-0.2%[50 µM],i,0.4
Cc1cc2nc(NCCCO)n(CC(=O)c3cc(C(C)(C)C)c(O)c(C(C)(C)C)c3)c2cc1C,-0.9%,i,1.4
COc1ccc(CN(C)C(=O)c2ccc3c(=O)n4c(nc3c2)CCC4)c(OC)c1,0.9%[50 µM],i,0.8
O=C(COC(=O)c1ccccc1-n1cnnn1)c1ccccc1,0.9%[50 µM],i,1.1
O=C(CCSc1ccc(F)cc1)NNC(=O)c1ccccc1Cl,0.6%[50 µM],i,0.3
CC(=O)Nc1nc2cc(N)ccc2s1,0.6%,i,1.1
Cc1ccccc1N1CCN(C(=O)[C@@H]2CCCN2C2=NS(=O)(=O)c3ccccc32)CC1,0.4%[50 µM],i,0.4
C=CC[C@@H](CC(=O)N[C@H](CO)Cc1ccccc1)C(=O)N[C@@H](COC(=O)[C@@H](CC=C)Cc1ccc(F)cc1)Cc1ccccc1,-0.1%,i,0.5
O=C(O)CCCC(=O)Nc1ccc2c(c1)oc1ccccc12,-3.0%,i,0.6

# Brought forward from above: two compounds, followed by the next part.
SMILES,K1F lysis inhibition,Myeloid diff 2,Myeloid diff 2 GFP+ MAC1+ %
C=CC[C@@H](CC(=O)N[C@H](CO)Cc1ccccc1)C(=O)N[C@@H](COC(=O)[C@@H](CC=C)Cc1ccc(F)cc1)Cc1ccccc1,-0.1%,i,0.5
O=C(O)CCCC(=O)Nc1ccc2c(c1)oc1ccccc12,-3.0%,i,0.6
Cc1ccc(NC(=O)CSc2nc(=O)n(CCN(C)C)c3c2CCCC3)cc1Cl,-0.4%[50 µM],i,0.6
CCOc1ccc(NS(=O)(=O)c2cc(C(=O)N3CCN(c4ccccc4O)CC3)ccc2Cl)cc1,0.3%[50 µM],i,0.6
C#CCOCCOCCOCCNc1nc(N2CCN(C(=O)[C@H]([C@@H](C)CC)n3cc(CCCN=C(N)N)nn3)CC2)nc(N2CCN(C(=O)[C@H](CCCCN)n3cc(CC(C)O)nn3)CC2)n1 (stereo partly specified),1.1%,i,0.4
CC(C)Cn1c(SCC(N)=O)nnc1-c1cccc(S(=O)(=O)N2CCOCC2)c1,1.5%[50 µM],i,0.6
CN(C)c1ccc(C=c2c3cc([N+](=O)[O-])ccc3n3c2cc(-c2ccccc2)[n+]3C)cc1,-4.1%,u,x
COC(=O)C1=C(C)N(CCCCCC(=O)O)C(=O)NC1c1ccccc1 (stereo unspecified),-0.1%,i,1.4
O=S(=O)(c1ccc(F)cc1)N1CCN(Cc2cc3c(cc2Br)OCCO3)CC1,1.7%[50 µM],i,1.8
COC(=O)c1c(C)[nH]c(C(=O)C(C)OC(=O)c2cnc(C)cn2)c1C (stereo unspecified),1.0%[50 µM],i,0.9
CN(CC(=O)Nc1ccccc1Br)C(=O)c1cc(Cl)nc2ccccc12,0.3%[50 µM],i,0.7
COc1ccc(OC)c(S(=O)(=O)Nc2cc3c4c(c2)CC(=O)N4CCC3)c1,0.8%[50 µM],i,0.5
Cn1c(=O)c2c(ncn2CC(=O)OCC(=O)NCCc2ccccc2)n(C)c1=O,0.5%[50 µM],i,0.9
COCCN1C(=O)N[C@@H](c2ccco2)C(C(=O)OC)=C1C,0.0%,i,1.6
CCCN(CC(=O)Nc1ccccc1OC)C(=O)Cc1ccc2c(c1)CCC2,-0.5%[50 µM],i,2.0
CCc1noc(C)c1C(=O)Nc1cc(S(=O)(=O)N(CC)CC)ccc1N1CCCC1,1.3%[50 µM],i,0.9
CCCN=C1N(C)C[C@@H]2[C@@H]3C(=O)N(Cc4ccccc4)C(=O)[C@@H]3[C@](Cc3ccccc3)(C(=O)OC)N12,-0.2%,i,0.3
Cc1ccc(OCCCC(=O)Nc2ccc3c(c2)OCCO3)cc1,4.2%,i,0.4
CCN(CC(=O)Nc1ccc(C)c(S(=O)(=O)N2CCOCC2)c1)Cc1ccccc1,2.3%[50 µM],i,0.9
COc1ccc(S(=O)(=O)N2CCOCC2)cc1NC(=O)CCc1cc(OC)c(OC)c(OC)c1,0.7%[50 µM],i,0.6
CCOC(=O)c1ccc(NC(=O)c2nc[nH]c2C(=O)NCCCNC(=O)c2[nH]cnc2C(=O)Nc2ccc(C(=O)OCC)cc2)cc1,0.6%,i,0.5
COc1ccc(N2CCN(C(CNC(=O)C(=O)NC3CC3)c3ccco3)CC2)cc1 (stereo unspecified),0.7%[50 µM],i,0.4
Cc1ccc(CNC(=O)c2ccc(Cl)c(S(=O)(=O)N3CCCCC3)c2)cc1,0.0%[50 µM],i,1.3
Cc1cccc(C)c1NC(=O)CN1CCc2ccccc2C1,0.4%,i,0.7
Cc1nc(SCC(=O)Nc2c(C)n(C)n(-c3ccccc3)c2=O)c(C#N)c(C)c1C,0.0%[50 µM],i,0.3
Cc1onc(-c2c(F)cccc2Cl)c1C(=O)N1CCCC1,1.4%[50 µM],i,0.3
CN(CC(=O)Nc1ccc(F)cc1)C(=O)CSc1nccn1C,1.3%[50 µM],i,1.1
O=C(Cn1cnc2c(OCc3ccccc3)ncnc21)NCc1ccccn1,0.1%,i,0.8
CC(NC(C)c1ccccc1Cl)C(=O)Nc1cccc(S(=O)(=O)N2CCCCC2)c1 (stereo unspecified),-0.5%[50 µM],i,0.9
CCOc1ccc(NC(=O)COC(=O)CC2CC3CCC2C3)cc1 (stereo unspecified),-0.5%[50 µM],i,0.3
Nc1ncnc2c1ncn2[C@H]1CC[C@@H](CO)O1,0.0%,i,1.9
Cc1ccc(S(=O)(=O)N2C[C@@H]3[C@H]4CC[C@H](C4)[C@@H]3[C@@H](C)[C@@H]2c2ccn([Si](C(C)C)(C(C)C)C(C)C)c2)cc1,0.2%,i,3.7

# One compound at a time, as listed above. Values in the order: K1F lysis inhibition | Myeloid diff 2 | Myeloid diff 2 GFP+ MAC1+ %
# Profile of CCOc1ccc(NC(=O)COC(=O)CC2CC3CCC2C3)cc1 (stereo unspecified) = -0.5%[50 µM] | i | 0.3
# Profile of Cc1ccc(CNC(=O)c2ccc(Cl)c(S(=O)(=O)N3CCCCC3)c2)cc1 = 0.0%[50 µM] | i | 1.3
# Profile of O=C(Cn1cnc2c(OCc3ccccc3)ncnc21)NCc1ccccn1 = 0.1% | i | 0.8

# Further structures
SMILES,K1F lysis inhibition,Myeloid diff 2,Myeloid diff 2 GFP+ MAC1+ %
O=C(NC1CC(=O)N(c2ccc(Cl)cc2)C1)N1CCN(C(=O)c2ccco2)CC1 (stereo unspecified),1.4%[50 µM],i,0.5
CCN(C(=O)COC(=O)c1cnc(C)cn1)C1CCS(=O)(=O)C1 (stereo unspecified),-0.3%[50 µM],i,0.5
CCCCn1c(N)c(N(CCOC)C(=O)c2c(CC)noc2C)c(=O)[nH]c1=O,0.0%[50 µM],i,1.5
Cc1ccc(C)c(S(=O)(=O)N(C)C2CCS(=O)(=O)C2)c1 (stereo unspecified),-0.9%,i,0.2
COc1ccc(NC(=O)CN(C)C(=O)c2cc(C3CC3)nn2-c2ccccc2)cc1,0.3%[50 µM],i,1.0
O=S(=O)(Nc1cc(S(=O)(=O)N2CCOCC2)ccc1O)c1ccc2c(c1)OCCCO2,0.1%[50 µM],i,1.3
Cc1ccccc1N(C=O)c1ccccc1C,2.1%,i,0.8
Cc1ccc(-c2cc(C(=O)N3CCN(c4ccccc4O)CC3)c3ccccc3n2)cc1,1.1%[50 µM],i,0.7
COc1cc(/C=C(/C#N)C(=O)Nc2cc(C(F)(F)F)ccc2Cl)ccc1OCC(=O)Nc1cccc(C(F)(F)F)c1,7.0%,i,1.1
CC[C@]1(C(=O)OC)[C@H]2C(=O)N(C)C(=O)[C@H]2[C@H]2CN=C(SCC3CC3)N21,0.3%,i,0.4
O=C(NCCF)C1Nc2ccc(OC(F)(F)F)cc2C2C=CCC12 (stereo unspecified),4.1%,i,1.7
CSc1nc(N)nc2c1ncn2CC(=O)N1CCN(c2ccccn2)CC1,0.2%,i,1.1
CCn1c(SC(C)C(=O)N2CCOCC2)nc2sc(C)c(C)c2c1=O (stereo unspecified),1.6%[50 µM],i,0.5
CC(=O)Nc1ccc(C(=O)COC(=O)C2CC3CCCC(C2)C3=O)cc1 (stereo unspecified),1.8%[50 µM],i,0.4
Cc1cc(C)cc(OCC(=O)OCC(=O)Nc2cc(C)nn2-c2ccccc2)c1,1.0%[50 µM],i,0.4

# Taken from above:
# Cc1cc2nc(NCCCO)n(CC(=O)c3cc(C(C)(C)C)c(O)c(C(C)(C)C)c3)c2cc1C | K1F lysis inhibition = -0.9%
# O=S(=O)(Nc1cc(S(=O)(=O)N2CCOCC2)ccc1O)c1ccc2c(c1)OCCCO2 | K1F lysis inhibition = 0.1%[50 µM]

# Carrying on.
SMILES,K1F lysis inhibition,Myeloid diff 2,Myeloid diff 2 GFP+ MAC1+ %
Cc1ccc(NC(=O)CSc2ncccn2)cc1S(=O)(=O)N1CCOCC1,0.6%[50 µM],i,0.4
CC(NC(=O)CN1C(=O)NC2(CCCC2)C1=O)c1ccc(Cl)cc1Cl (stereo unspecified),9.0%,i,0.3
O=C(Nc1cccc(Cl)c1)C1CCCCC1,1.6%,i,1.0
C[C@@H]1CN([C@H](C)CO)C(=O)Cc2cc(NC(=O)CCC(F)(F)F)ccc2O[C@@H]1CN(C)S(=O)(=O)c1ccccc1,1.9%,i,1.9
O=C(Nc1cc(S(=O)(=O)N2CCOCC2)ccc1Cl)c1cc2ccccc2o1,0.9%[50 µM],i,0.6
CCCCN(C(=O)CSc1ncnc2sccc12)c1c(N)n(Cc2ccccc2)c(=O)[nH]c1=O,1.0%[50 µM],i,1.2
C=CC[C@]12C=C(OC)C(=O)C(OC)=C1O[C@@H](c1ccc3c(c1)OCO3)[C@H]2C,-0.1%,i,3.1
O=C(COC(=O)/C=C/c1ccc(Cl)c(Cl)c1)NC1CC1,0.4%[50 µM],i,1.2
Cc1cc(C)nc(SCc2ccc(Cl)cc2)n1,0.1%,i,0.4
CCC1COCCS(=O)(=O)N1Cc1cccc(Cl)c1 (stereo unspecified),5.2%,i,0.4
COCCCn1c(=N)c(C(N)=S)cc2c(=O)n3cccc(C)c3nc21,1.6%[50 µM],i,0.5
Cc1nn(CC(=O)N2CCN(c3ccccc3)CC2)c(C)c1[N+](=O)[O-],0.2%,+,5.6*
Cc1noc(NS(=O)(=O)c2ccc(NC(=O)/C=C/c3ccccc3)cc2)c1C,0.3%[50 µM],i,0.4
Cc1cccc(CSc2ccc(S(=O)(=O)N3CCCC3)cn2)c1,0.0%,i,0.4

# By substructure, the entries above containing a COOH group.
SMILES,K1F lysis inhibition,Myeloid diff 2,Myeloid diff 2 GFP+ MAC1+ %
O=C(O)CCCC(=O)Nc1ccc2c(c1)oc1ccccc12,-3.0%,i,0.6
COC(=O)C1=C(C)N(CCCCCC(=O)O)C(=O)NC1c1ccccc1 (stereo unspecified),-0.1%,i,1.4

# Source: PubChem BioAssay (several laboratories)
